Screens deposited in PubChem BioAssay by several laboratories.
PPC-1+TRAIL kill – compounds killing PPC-1 cancer cells with TRAIL present, primary screen, TRAIL potentiator project, ATPLite luminescence, uHTS; PPC-1 cells + TRAIL, ATPLite viability luminescence; 0.41% of 220,000 active; AID 1443, 2008; cell killing (% activity), % at 4 µM;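 active = cell killing above 50% in the first pass at 4 µM, then a duplicate retest at 5 µM averaging 50% or more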;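 note: plate controls were cells with TRAIL plus DMSO for no effect and medium-only wells lacking cells for full effect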
RBBP9 inh – human RBBP9 inhibitors, primary screen, biochemical, fluorescence polarization, FP-Rh probe, HTS | Serine hydrolase RBBP9 (Homo sapiens), O75884 | recombinant RBBP9 | inhibition, % at 7.94 µM | 0.2% of 220,000 active | AID 1515, 2009;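 active = inhibition above the campaign mean of all tested compounds plus 3 SD, cut at about 14% in these data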;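 note: plate controls were DMSO wells with RBBP9 for no effect and wells lacking RBBP9 protein for full effect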
Target sequence (O75884 whole entry, looked up): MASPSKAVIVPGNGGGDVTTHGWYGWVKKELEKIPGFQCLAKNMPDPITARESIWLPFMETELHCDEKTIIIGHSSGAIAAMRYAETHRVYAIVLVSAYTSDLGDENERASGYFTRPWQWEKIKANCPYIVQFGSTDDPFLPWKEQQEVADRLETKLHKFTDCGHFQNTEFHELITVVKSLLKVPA
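System: RBBP9 protein | Quantity: 2.5 µM RBBP9 dispensing solution, before mixing | Reagent: FP-Rh probe, 375 nM dispensing solution | Timing: Enzyme-compound preincubation 30 min, then probe labeling 45 min, 25 °C | Measured by: Fluorescence polarization | Read-out: % inhibition | Replication: One well per compound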
BaF3 parental – parental Ba/F3 cell viability inhibition, counter-screen for JAK2V617F inhibitor project, murine pro-B, CellTiter-Glo luminescence | CellTiter-Glo ATP luminescence | inhibition, % at 5.6 µM | 1.1% of 220,000 active | AID 1486, 2009;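 active = inhibition above a per-campaign cutoff, the mean inhibition of all tested compounds plus 3 SD, cut at about 27% in these data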;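 note: 0% = DMSO wells and 100% = JAK Inhibitor I control wells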
zfTRPN1 agonist – zebrafish TRPN1 channel agonists, primary screen, cell-based, HEK293, calcium fluorescence; transient receptor potential cation channel N1 (TRPN1/NompC), Danio rerio; HEK293 zebrafish TRPN1-YFP, Fluo-8 calcium fluorescence; 100% = response to 87 µM carbachol; activation, % at 3 µM; 0.18% of 220,000 active;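 active = activation above its plate's cutoff, the mean activation of test wells on that plate plus 3 SD, cut at about 19% in these data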;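 note: 0% = DMSO alone and 100% = 87 µM carbachol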
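System: zebrafish TRPN1-YFP in HEK293 cells / Dosing: 3 µM single point / Timing: dye loading 1 h at 37 °C, then 30 min room temperature / Signal: Fluo-8 calcium fluorescence, excitation 470-495 nm, emission 515-575 nm / Read-out basis: percent activation from peak over basal fluorescence ratio, control-normalized / Control set: high carbachol 87 µM, low DMSO alone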
TNF death inh – inhibitors of TNF-alpha triggered necroptosis, primary screen, cell-based, Jurkat FADD-/-, single concentration. Jurkat FADD-/- TNF necroptosis rescue, ATP luminescence, 24 h; 0 = TNF only, 100 = no-TNF cells. activation (protection from cell death), % at 10 µM. 0.068% of 220,000 active. AID 463075, 2010;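 active = activation, meaning protection from cell death, of at least 50% relative to plate controls; inactive = activation below 50%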;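 note: necroptosis triggered by 40 ng/mL TNF-alpha added together with compound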
Ba/F3 V617F tox – reduced viability of JAK2V617F-dependent Ba/F3 cells, primary screen, JAK2V617F inhibitor project, cell-based, Ba/F3 EpoR-JAK2V617F, luminescence; inhibition, % at 5.6 µM; AID 1446, 2008; 1.1% of 220,000 active; ATP luminescence;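 active = inhibition above the campaign mean plus 3 SD over all tested compounds, cut at about 24% in these data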;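 note: cytokine-independent growth of Ba/F3 cells driven by EpoR plus mutant JAK2; 0% = DMSO-treated cells and 100% = JAK inhibitor I control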
CHOP inh – inhibitors of CHOP promoter induction, primary screen, cell-based, unfolded protein response, luciferase reporter; CHO-K1 CHOP-promoter luciferase, tunicamycin-induced, 15-18 h; inhibition, % at 10 µM; 3.8% of 220,000 active; AID 2732, 2010;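 active = compounds that reduced the stress-induced luciferase reporter signal by more than about 70% of percent inhibition, limit read from the data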;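 note: 0% = tunicamycin plus vehicle and 100% = wells without tunicamycin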
Wee1 stabilizer – Wee1 degradation inhibitors, primary screen, cell-based, HeLa, Wee1K328M-luciferase, luminescence; reporter increase, % at 5 µM; HeLa Luc-Wee1K328M stability; 100% = proteasome inhibitor MG132 effect; 1.2% of 220,000 active; Wee1-like protein kinase (Homo sapiens), P30291; AID 1321, 2008;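 active = activation above the mean of all tested compounds plus 3 SD, set per screening run, cut at about 8.8% in these data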;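 note: cells exposed to compound for 20 h before luminescence read; 0% = DMSO alone and 100% = MG132 at 30 µM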
Target sequence (P30291 whole entry K328M): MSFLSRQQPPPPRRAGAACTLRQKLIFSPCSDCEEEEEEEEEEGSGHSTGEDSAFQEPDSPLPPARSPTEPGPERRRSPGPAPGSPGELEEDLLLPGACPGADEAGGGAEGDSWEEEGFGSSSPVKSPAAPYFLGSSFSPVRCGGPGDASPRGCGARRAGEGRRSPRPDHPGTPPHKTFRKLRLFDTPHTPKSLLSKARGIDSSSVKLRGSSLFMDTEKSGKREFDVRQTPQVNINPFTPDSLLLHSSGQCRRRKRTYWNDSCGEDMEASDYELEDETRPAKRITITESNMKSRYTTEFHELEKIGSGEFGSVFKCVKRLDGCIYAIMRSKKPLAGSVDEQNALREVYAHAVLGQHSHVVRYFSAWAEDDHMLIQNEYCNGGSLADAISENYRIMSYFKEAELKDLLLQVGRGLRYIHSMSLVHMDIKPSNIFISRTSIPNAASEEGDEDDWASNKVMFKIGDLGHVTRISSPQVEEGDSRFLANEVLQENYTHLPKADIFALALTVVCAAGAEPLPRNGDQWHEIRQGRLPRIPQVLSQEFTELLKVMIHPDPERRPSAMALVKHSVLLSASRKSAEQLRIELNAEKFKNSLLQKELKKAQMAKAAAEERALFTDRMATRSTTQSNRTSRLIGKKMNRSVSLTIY
TRPML3 agonist – human TRPML3 channel agonists, primary screen, cell-based, HEK293 TRPML3-YFP, Fluo-8 calcium fluorescence, 3 µM; Mucolipin-3 (Homo sapiens), Q8TDD5; 100% = the carbachol control signal; activation, % at 3 µM; 0.29% of 220,000 active;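 active = activation above its plate's cutoff, the mean activation of the plate's test wells plus 3 SD, cut at about 12% in these data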;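 note: 0% = DMSO only wells and 100% = carbachol wells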
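Test system: TRPML3-YFP stable HEK293 cells. Doses: single point at 3 µM. Incubation: dye loading 1 h 37 °C then 30 min ambient, 125 s read. Signal: Fluo-8 calcium dye fluorescence, ex 470-495, em 515-575 nm. Measure: percent activation from peak-to-basal fluorescence ratio, scaled between DMSO and carbachol.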
Starred values were filed as active, the others as inactive; . = not tested or not shown. An unsorted share of the library. About 6.8% of those tested had a hit in this group.

structure	PPC-1+TRAIL kill	RBBP9 inh	BaF3 parental	zfTRPN1 agonist	TNF death inh	Ba/F3 V617F tox	CHOP inh	Wee1 stabilizer	TRPML3 agonist
Cc1ccc(NC(=O)COC(=O)[C@H](C)NC(=O)c2ccccc2)cc1S(=O)(=O)N1CCOCC1	-2	-2	-15	1.9	1.4	-1	-7	0	0.9
C/C(=N\NC(=O)c1c(Br)c(C)nn1C)c1cccc(NC(=O)c2ccccc2F)c1	-27	-7	7	2.4	0.2	0	24	4	0.5
COc1ccc(NC(=S)NCc2ccco2)c(OC)c1	2	17*	5	-0.1	-2.0	-1	12	7	1.3
CCN(C(=O)COC(=O)/C=C/c1cnc2ccccc2n1)c1ccccc1	3	-8	7	-0.4	3.0	-1	-30	7	0.3
COCCNC(=S)NC(=O)CC12CC3CC(CC(C3)C1)C2	-8	-7	4	0.2	0.7	-2	33	-1	0.1
CC1(C)CC(=O)C(C=NCC2CCN(C(=O)Cc3ccccc3)CC2)=C(O)C1	8	-1	4	0.2	1.6	-3	-4	1	1.5
CN(C)C(=S)Nc1ccc(S(=O)(=O)N2CCCCC2)cc1	-5	-8	2	-0.4	1.8	-2	-2	3	0.9
Cc1nc(CNS(=O)(=O)c2cccs2)cs1	20	-7	2	0.8	-1.3	1	4	0	0.6
O=C(Nc1ccc(-c2ccccc2)cc1)c1ccco1	31	5	5	-0.6	-1.0	0	3	3	0.2
COC(=O)c1sc(S(=O)(=O)NCCCN(C)C)c(C(=O)OC)c1C	14	-4	5	1.5	0.6	-2	-21	-2	0.6
Cc1ccc(OCCOCCOc2ccc(Br)cc2/C=N\NC(=O)c2ccncc2)cc1	9	-29	4	-2.6	-8.1	-2	21	-3	-0.4
CN(c1ccccc1)S(=O)(=O)c1ccc(C(=O)NCc2ccccn2)cc1	29	-10	8	1.2	1.0	3	13	0	1.0
O=C(CCN1CCN(C/C=C/c2ccccc2)CC1)Nc1cccc(F)c1	18	-7	1	0.3	-0.3	2	-8	3	1.4
Cc1cccc(OCc2n[nH]c(=S)n2C2CCCCC2)c1	17	-5	8	-1.9	-1.6	4	36	0	-1.0
Cc1ccc2cc(CN(CCO)Cc3nnnn3Cc3ccc(F)cc3)c(=O)[nH]c2c1	14	-8	3	-0.3	0.6	-4	-1	-1	-0.8
O=C(CC(SCc1ccco1)c1ccc(O)cc1)c1cccs1 (centres undefined)	-8	1	6	-0.8	-17	7	11	1	-0.7
CCC1CCCCN1C(=O)CSc1nnc(-c2ccco2)o1 (centres undefined)	13	2	-1	0.4	0.1	-3	1	-2	-0.5
CCC1CN(C)C2Cc3c([nH]c4ccccc34)C(=O)CC1C2C(=O)OC (centres undefined)	-4	3	-6	1.7	-1.1	0	10	4	0.7
O=C(COC(=O)c1cc(F)c(F)cc1Cl)NC1CC1	23	-6	2	-1.2	3.1	-3	-23	3	0.1
O=C(NCc1ccccc1Cl)c1cnccc1C(F)(F)F	7	-5	10	-1.2	5.5	-3	13	-2	0.1
Cn1cccc1-c1nc2ccc(NC(=O)c3ccc([N+](=O)[O-])cc3)cc2[nH]1	19	-3	8	1.9	1.5	7	39	1	0.6
COc1ccc(-c2cc3nc4c(c(=O)n3[nH]2)CCC4)cc1	23	-8	6	0.7	-2.0	4	-20	4	-0.5
O=C(c1ccc(S(=O)(=O)N2CCC(c3nc4ccccc4[nH]3)CC2)cc1)N1CCOCC1	28	-4	-1	2.1	2.5	-5	-3	-2	0.4
COc1ccccc1NC(=O)C1=C(C)Nc2nc(CCCO)nn2C1c1cccnc1 (centres undefined)	7	1	1	1.2	-0.3	-3	14	-1	0.8
Cc1cc(C)n(-c2cc(N3CCOCC3)nc(-c3ccccc3)n2)n1	-7	-1	6	2.5	-1.0	2	56	2	0.3
Cc1ccc(NC(=O)CSC2=Nc3ccccc3C3CC=NN23)c(C)c1 (centres undefined)	12	-6	3	-0.1	-0.5	1	25	0	0.9
Cc1cc(/C=N/n2cnnc2)c(C)n1-c1ccc(Cl)cc1	19	-6	5	-2.3	0.5	6	12	-2	-0.2
CS(=O)(=O)N(CC(=O)Nc1cccnc1)c1ccc2c(c1)OCCO2	25	-3	1	0.1	1.1	1	-15	1	0.8
Cc1ccc(NC2=NCC(=O)N2Cc2ccc3c(c2)OCO3)c(C)c1	8	-5	2	-0.8	2.0	-5	29	-2	0.9
O=C(NC1CCN(Cc2ccccc2)CC1)c1ccc(N2CC3CC(C2)c2cccc(=O)n2C3)c([N+](=O)[O-])c1 (centres undefined)	0	-5	1	-1.6	0.8	-4	-24	0	0.0

Overlap with the part before: three compounds, followed by the next part.
structure	PPC-1+TRAIL kill	RBBP9 inh	BaF3 parental	zfTRPN1 agonist	TNF death inh	Ba/F3 V617F tox	CHOP inh	Wee1 stabilizer	TRPML3 agonist
CS(=O)(=O)N(CC(=O)Nc1cccnc1)c1ccc2c(c1)OCCO2	25	-3	1	0.1	1.1	1	-15	1	0.8
Cc1ccc(NC2=NCC(=O)N2Cc2ccc3c(c2)OCO3)c(C)c1	8	-5	2	-0.8	2.0	-5	29	-2	0.9
O=C(NC1CCN(Cc2ccccc2)CC1)c1ccc(N2CC3CC(C2)c2cccc(=O)n2C3)c([N+](=O)[O-])c1 (centres undefined)	0	-5	1	-1.6	0.8	-4	-24	0	0.0
Cc1cc(S(=O)(=O)Nc2cc(C)c(O)c(C)c2)c(C)s1	22	-2	4	-1.1	-3.1	-1	10	1	-0.3
O=C(NC1CCCCC1)N1CCc2ccccc2C1	9	-10	4	-1.5	1.1	0	-5	7	0.0
O=C(CCCN1C(=O)/C(=C/c2cccs2)SC1=S)Nc1cccnc1	.	-6	5	0.1	1.0	0	39	-3	0.7
CN1CCN(C(=S)NC(=O)/C=C/c2ccccc2Cl)CC1	8	5	4	1.3	2.6	0	-7	9	0.1
N#Cc1cnc2ncnn2c1-c1ccccc1	31	-4	6	1.0	0.9	2	-7	-1	0.8
CCc1cccc(OCCCCNCCOC)c1	14	6	1	0.3	-2.6	-4	15	0	0.6
COc1cccc(OC)c1OCCOc1ccccc1OC(C)C	-2	-8	4	-1.9	0.1	-3	23	2	-1.1
CC(=O)NCC(=O)N1CCCC(C(=O)c2ccc3c4c(cccc24)CC3)C1 (centres undefined)	-3	-6	8	0.1	0.2	-2	12	1	0.5
Cc1nc2c(C(=O)N3CCOCC3)cnn2c(C)c1Cc1cccc(Cl)c1	5	8	1	0.8	-1.1	-2	10	2	-0.2
O=C(NNS(=O)(=O)c1ccc(F)cc1)c1cnccn1	8	-7	3	0.1	0.3	-2	0	-1	1.1
CN(C)CCC(=O)c1cccc(Br)c1	15	-10	1	0.9	1.6	-2	-1	-2	1.1
COCC(=O)N1CCN(c2nc3ccccc3o2)CC1	7	-1	2	1.6	0.4	-4	-19	2	0.5
O=C(CSc1ncn[nH]1)NCc1ccccc1	26	-1	5	-1.3	-0.4	-4	0	4	-0.1
CN(C)/C=C(/C(=O)c1ccccc1)S(=O)(=O)c1ccc(Cl)cc1	15	-5	7	0.0	-1.4	-1	11	0	1.1
O=C(CSc1nnc(CNC(=O)c2ccccc2F)o1)NCc1ccccc1	12	3	9	-0.6	-0.1	0	-7	0	0.9
Cc1cc(NC(=O)CSc2ncn(-c3ccccc3)n2)no1	-6	-5	-2	0.1	-3.0	1	-2	-1	-0.2
O=c1c2ccccc2nc2n1CCCCN2	-2	-4	7	0.4	-0.3	4	13	-1	0.8
COc1cc(/C=N/NC(=S)NCc2ccco2)cc(OC)c1OC	-6	-9	6	-0.4	3.9	0	5	2	-0.7
COc1cc(CCC(=O)Nc2ccc(Br)c(C(F)(F)F)c2)cc(OC)c1OC	10	-9	2	0.9	3.5	1	38	1	-1.0
O=C(COC(=O)c1cc(=O)[nH]c2ccccc12)c1cccs1	9	-10	2	-1.0	-0.6	0	-1	6	-0.6

Records above that bear a hit mark in RBBP9 inh.
smiles | RBBP9 inh | CHOP inh | Wee1 stabilizer | TRPML3 agonist
COc1ccc(NC(=S)NCc2ccco2)c(OC)c1 | 17* | 12 | 7 | 1.3
